SKKanGAS inh – SKKanGAS growth inhibition; inhibition, % at 7.5 µM; S. pyogenes SKKanGAS, kanamycin growth, BacTiter-Glo, 6 h; 1.3% of 300,000 active;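 active = mean replicate score, as percent of positive control median, at least 50; inconclusive = mean below 50 but one replicate at or above 50; inactive = mean and every replicate below 50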;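 note: strain carries kanamycin resistance gene driven by streptokinase promoter and grows in 40 µg/ml kanamycin; loss of luminescence reflects streptokinase promoter inhibition or plain growth inhibition; 0% = median of DMSO wells and 100% = positive control at its reference dose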
Platelet DG rel – platelet dense granule release activity; human platelet-rich plasma, SFLLRN dense granule ATP release, luminescence; inhibition, %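 (compounds screened at 7.5 µM in platelet-rich plasma)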; 0.22% of 300,000 active;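 active = mean replicate score, as percent of positive control, at or above 50; inconclusive = mean below 50 but at least one replicate at or above 50; inactive = mean and every replicate below 50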
aSyn UTR inh – 5' untranslated region of α-synuclein, MLPCN primary screen; AID 1813; 0.82% of 300,000 active; inhibition, % (tested at 7.5 µM); alpha-synuclein 5'UTR reporter, inhibitor activity; in the data active = inhibition above about 60%; inconclusive = no clear call, values can overlap the other calls;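 note: H4 neuroglioblastoma cells stably carrying SNCA 5'UTR luciferase fusion; 0% = DMSO wells and 100% = positive control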
IEC-6 tox – IEC-6 cytotoxicity, counter-screen for KLF5 inhibitors | luminescence viability | inhibition, % at 5 µM | 0.78% of 290,000 active | AID 1825; in the data active = inhibition above about 22%;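 note: 0% = plate median of test compound wells and 100% = cytotoxic reference compound wells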
HSP90 refold inh – blocks HSP90-mediated luciferase refolding in reticulocyte lysate. Rabbit reticulocyte lysate, luciferase refolding luminescence, 3 h. inhibition, % at 5.6 µM. 0.91% of 290,000 active. AID 1789;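 active = inhibition above the screen-wide mean plus 3 SD, computed separately per campaign, cut at about 16% in these data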;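 note: 0% = DMSO wells and 100% = 60 µM geldanamycin wells; inhibitors lower the luminescence because luciferase stays unfolded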
HSF1 inh – HSF1 inhibition; NIH3T3-HGL HSE-luciferase, MG132-induced, luminescence 8 h; hits give low values; activity change, negative = inhibition, % at 7.5 µM (by protocol); 0.77% of 300,000 active;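 active = more than half of replicate wells show activity change below -50%, luminescence cut by over half; inconclusive = some wells, but at most half, below -50%; inactive = no replicate well below -50%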;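 note: luciferase reports HSF-1 transcriptional activity via heat shock element; 0% = median of DMSO wells and -100% = zero luminescence signal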
KLF5 inhibitor – kruppel-like factor 5 inhibition | AID 1700 | DLD-1 KLF5 promoter-luciferase reporter, luminescence | 0.23% of 290,000 active | inhibition, % at 5 µM;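 active = inhibition above a per-plate limit of that plate's mean compound inhibition plus 3 SD, cut at about 60% in these data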;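 note: 0% = DMSO wells and 100% = LY294002 at 200 µM; higher means less KLF5 promoter-driven luciferase light; inactives centre near -14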
HSF-1 act – increases HSF-1 driven luciferase reporter signal; NIH3T3-HGL HSF-1 luciferase reporter, MG132, 8 h; 100% = twice DMSO control signal; activation, % at 9 µM; 1.7% of 300,000 active; AID 504408;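 active = mean replicate activation of at least 50% with a set share of replicates each reaching 50%; inconclusive = only one of those two conditions met; inactive = mean below 50% and too few replicates reaching it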;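 note: 0% = median of the neutral control wells and 100% = twice that signal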
HIF activator – HIF pathway transcriptional activation | U2OS HRE-luciferase reporter, luminescence; normalized: DMSO 0%, desferrioxamine 100% | activation, % at 7.5 µM (by protocol) | 0.32% of 300,000 active;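 active = mean activation of at least 10% of the iron chelator positive control signal, with at least half of replicates also reaching 10%; inconclusive = mean and replicate majority disagree about reaching 10%; inactive = mean and most replicates under 10%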
AI-2 QS mod – Vibrio harveyi AI-2 quorum sensing modulation; Vibrio harveyi JMH597 AI-2 luminescence/OD600 ratio, 9 h; hits give low values; strain lacks LuxN and CqsS sensors; 0 = neutral-control median; activity change, % at 7.5 µM; 0.4% of 300,000 active; in the data active = activity change below about -75%, passing the limit was not always enough; inconclusive = no clear call, values can overlap the other calls;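 note: luminescence divided by OD600 gain over 9 h not by final OD600 alone; inactives centre near 13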
Starred values were filed as active, the others as inactive; ? = inconclusive; · = no result given.

SMILES	SKKanGAS inh	Platelet DG rel	aSyn UTR inh	IEC-6 tox	HSP90 refold inh	HSF1 inh	KLF5 inhibitor	HSF-1 act	HIF activator	AI-2 QS mod
CCN(CC)CCOC(=O)c1ccc(N/C=C(/C#N)c2nc(-c3ccc4c(c3)OCO4)cs2)cc1	19	-18	15	-3	2	3	-4	21	0.6	13
Cc1c(O)nc(SC2CC(=O)N(c3cc(Cl)cc(Cl)c3)C2=O)[nH]c1=O (stereo not given)	1	8	-20	·	·	2	·	35	-0.3	3
COCCCn1c(=S)[nH]c2sc3c(c2c1=O)CCCS3	17	-4	-41	1	4	-7	-17	-3	-0.3	19
COc1ccc(C(=O)c2c(C)c3cc(C)ccc3n2CC(O)CN2CCOCC2)cc1 (stereo not given)	-11	-9	2	-3	-2	7	6	8	-0.1	0
Cc1cc(C)c(S(=O)(=O)n2nc(C)c(Br)c2C)c(C)c1	3	-7	23	-2	-1	-1	-6	-5	-0.9	23
CCOC(=O)N1CCN(C(=O)COc2ccc3oc4c(c3c2)CCCC4)CC1	28	13	6	·	·	-5	·	-4	-0.2	-1
CC(C)N=C(NC#N)SCc1ccccc1F	0	-8	19	2	1	-10	-49	-9	-0.1	-16
CC(=O)c1cccc(NC(=O)CN2C(=O)COc3ccc(S(=O)(=O)N4CCOCC4)cc32)c1	8	6	73*	3	-3	9	-1	22	-0.3	30
Cc1ccc(S(=O)(=O)NC(CC(=O)NCC2CCCO2)c2ccccc2)cc1 (stereo not given)	12	4	-6	-1	-1	-4	-12	2	0.7	23
COc1ccc(NC(C)=O)cc1NC(=O)CN1CCN(CC(=O)Nc2ccccc2Cl)CC1	9	-2	2	8	4	-47	-17	-57	-0.4	31
CC(OC(=O)CNC(=O)c1ccc(Cl)c(Cl)c1)C(=O)N1CCOCC1 (stereo not given)	-2	-8	-10	·	·	-3	·	-1	-0.1	15
O=C(Cc1nc(-c2ccc([N+](=O)[O-])cc2)cs1)Nc1ccccc1	-11	3	-6	9	-3	-2	13	5	0.3	4
C/C(Cl)=C/Cn1c(=O)c2c(nc(Br)n2Cc2ccccc2)n(C)c1=O	8	-4	-12	-1	-3	3	-70	17	0.1	13
CCOC(=O)c1sc(N)c(C#N)c1CSc1nnc(C2CC2)n1N	-3	-12	21	-2	1	3	-20	11	·	5
Cc1ccc(CNC(=O)C2CCC(=O)N2Cc2ccc(C)cc2)cc1 (stereo not given)	2	5	-17	-4	-4	-1	-11	-2	-0.9	15
NC(=S)N/N=C/c1c[nH]c2ccc(OCc3ccccc3)cc12	-3	11	1	2	7	3	-28	21	0.2	7
c1cncc(Nc2nc(-c3cccs3)cs2)c1	-4	-13	-218	8	-3	-4	-21	-1	3.3	0
CC(=O)c1cnn(-c2cc(Oc3ccccc3C)ncn2)c1C	9	-1	-19	0	4	-2	13	16	0.1	16
Cc1ccc(NS(=O)(=O)c2cccc(C(=O)OCC(=O)NCc3ccco3)c2)cc1	-10	-10	10	-4	6	8	-14	-1	-10	31
Nn1c(Nc2ccccc2)nc2ccccc21	3	18	-100	2	-2	12	-74	33	2.8	5
CN(CCOc1ccccc1)CC(=O)Nc1ccc(Cl)cc1[N+](=O)[O-]	3	-3	-4	-2	4	-5	11	1	-0.2	18
O=C(Cn1c2c(c(-c3ccccc3Cl)cc1=O)CCC2)NCC1CCCO1 (stereo not given)	5	-1	12	-4	-1	5	1	21	-0.3	28
CN(C)c1ccc(NC(=O)Cn2ncn3c(cc4ccccc43)c2=O)cc1	-4	2	-13	1	6	2	13	18	-0.2	17
CCCCC(CC)CNC(=O)/C=C/c1ccc(F)cc1 (stereo not given)	10	-1	-3	-2	-2	18	-4	38	0.2	9
Cc1cccc(NS(=O)(=O)c2c(C)n[nH]c2C)c1	0	-2	6	3	6	-8	1	-3	-0.6	11
CCCCn1nnnc1SCC(=O)N1CCN(C(=O)c2ccco2)CC1	2	-2	10	0	0	-3	-4	-17	-1.6	17
Cc1ccc(CNC(=O)c2ccc(N3CCC4(CC3)CC(c3cccc(Br)c3)=NO4)c(N)c2)cc1	27	0	-48	·	·	-4	·	-9	-0.3	10
CC(=O)c1nn(-c2ccc(Br)cc2)cc1C(=O)c1ccco1	-18	3	13	7	9	0	-16	3	-0.6	32
CCN(c1ccccc1)S(=O)(=O)c1ccc(Cl)c(C(=O)N(CC2CCCO2)C2CCS(=O)(=O)C2)c1 (stereo not given)	-2	-3	-3	-5	-2	-58*	5	-64	-1.2	-1
CCCc1cc(NC(=O)CCl)n(-c2ccccc2)n1	-5	-3	-79	0	3	9	-15	11	-0.2	33
Clc1ccc2[nH]c3c(NCC4CCCO4)ncnc3c2c1 (stereo not given)	13	-2	-51	6	3	13	-61	22	0.6	25
COc1ccccc1C(=O)N1C(CC(=O)Nc2cc(Cl)ccc2C)C(=O)NC2CCCCC21 (stereo not given)	-4	4	19	2	-4	1	-16	6	-0.2	0
CCCC(=O)Nc1nnc(SCC(=O)NC2CC2)s1	4	10	-4	-4	2	1	6	-7	0.6	2
C/C(=N\O)C(=O)C(CN1CCCCC1)CN1CCCCC1	-4	-8	16	1	-2	0	-17	-1	1.1	22
c1ccc2sc(NC3=NCN(C4CCCCC4)CN3)nc2c1	·	7	15	0	1	6	-37	-1	-0.4	4
C=CCn1c(SCc2ccccc2C#N)nnc1-c1cc(Br)ccc1O	-9	-3	5	-6	-2	2	0	2	-0.1	35
COc1cc2c(cc1NC(=O)c1cccnc1)oc1ccccc12	20	25	-155	7	0	22	-75	19	2.0	23
CC(=O)Oc1cc2c3c(c1)/C(=C1/SC(=S)NC1=O)C(=O)N3C(C)(C)C=C2C	82*	13	-3	-3	1	-2	14	18	0.0	27
CCn1c(Cc2c(C)[nH]c3ccccc23)nnc1SCC(N)=O	3	-1	12	-1	3	-4	-10	0	-0.7	2
CC(=O)Oc1c(S(=O)(=O)c2ccc(C)cc2)c(C)nn1C(C)(C)C	-8	-3	-31	-2	-5	-4	-2	18	-0.3	3
Cc1ccc(N2CC(C(=O)Nc3ncc([N+](=O)[O-])s3)CC2=O)cc1 (stereo not given)	20	8	-11	-6	0	-10	-22	13	-0.1	30
Cc1cc(C(=O)N/N=C/c2ccc([N+](=O)[O-])s2)c2ccccc2n1	13	1	-4	21	-3	40	39	?	-0.8	28
COc1cccc(-c2cc(C(F)(F)F)n3ncc(C(=O)O)c3n2)c1	-6	0	-14	-4	0	7	-24	46	-0.3	13
Brc1ccc(N=Nc2ccc3ccccc3n2)cc1	19	69*	95*	12	61*	-1	-31	·	-3.9	-12
C[C@H](NC(=O)CCCOc1ccc(Cl)cc1Cl)c1nnc2ccccn12	-4	-1	18	-1	-4	-13	-24	-9	-0.2	14
N#CC(c1ccc(Cl)cc1)c1ncc(C(F)(F)F)cc1Cl (stereo not given)	20	-8	-4	3	1	2	-16	-2	0.1	13
CCc1c(O)cc2n(c1=O)-c1ccccc1C2(C)C	17	0	4	-3	2	-6	-38	1	-0.4	27
COc1ccc(-c2csc(Nc3cc(C)ccn3)n2)cc1C	32	6	-155	-10	1	17	-80	21	-2.7	10
NC1=NC2(CCCCC2)N=C(Nc2ccc(Br)cc2)N1	-11	17	-5	4	5	-8	-19	-23	-0.1	15
COc1ccc(C(=O)NC(Cc2c[nH]c3ccccc23)C(=O)O)cc1 (stereo not given)	5	1	5	-5	3	1	-36	0	0.4	7
Additional structures:
SMILES	SKKanGAS inh	Platelet DG rel	aSyn UTR inh	IEC-6 tox	HSP90 refold inh	HSF1 inh	KLF5 inhibitor	HSF-1 act	HIF activator	AI-2 QS mod
COc1cc(OC)cc(C(=O)N[C@@H](CCSC)c2nc3ccccc3[nH]2)c1	-14	9	-15	0	2	8	9	10	1.1	10
COc1cc2cc(C(c3nnnn3C3CCCC3)N3CCCCC3)c(=O)[nH]c2cc1OC (stereo not given)	4	-5	35	0	-1	-7	-20	-3	-0.9	-4
C[C@H](NC(=O)[C@@H]1Cc2ccccc2CN1)C(=O)Nc1ccc2c(c1)OCO2	3	0	-45	1	-1	-1	-29	2	1.3	2
O=C(/C=C/c1cccc([N+](=O)[O-])c1)OCC1CCCO1 (stereo not given)	3	-1	0	-5	-4	4	-23	-3	0.8	13
O=C(COC(=O)c1cn(-c2ccccc2)nc1-c1ccccc1)c1ccc([N+](=O)[O-])cc1	4	6	12	1	-4	6	-12	?	0.5	9
O=C(C(Cc1ccc(Cl)cc1)NS(=O)(=O)c1ccccc1)N1CC[C@@]2(O)CCCC[C@H]2C1 (stereo not given in full)	0	-1	14	2	1	7	-31	-1	0.1	9
CC1CCCN(c2c([N+](=O)[O-])cc(C(=O)O)cc2[N+](=O)[O-])C1 (stereo not given)	5	-1	24	3	-1	1	-17	6	0.0	21
O=C(c1cc(-c2cccs2)nc2ccccc12)N1CCN(S(=O)(=O)c2ccccc2)CC1	10	-1	-13	-1	3	-3	-13	-10	0.0	0
CC(C)(C)c1ccc(OCCCCCCN2CCNCC2)cc1	-3	-4	0	·	·	-11	·	-9	-0.7	10
Cc1ccc(C)c(OCc2nnc(SCC(=O)NC(=O)NCc3ccco3)o2)c1	-1	-3	2	-7	0	-1	-8	-5	-0.3	13
CNC(=S)NC1CC2CCCC(C1)N2Cc1ccco1 (stereo not given)	-2	-2	-16	2	2	0	-14	3	0.0	4
CC(=O)N1CCOc2ccc(S(=O)(=O)NCC3CCC(C(=O)Nc4ncccc4C)CC3)cc21 (stereo not given)	-1	13	7	-1	-7	-4	-41	-2	-0.5	14
Cc1ccc(N(CC(=O)O)S(C)(=O)=O)cc1	9	0	1	-5	-1	-6	-18	2	0.0	3
CC1(C(=O)NC2CCCC2)CCC(=O)N1Cc1ccc2c(c1)OCO2 (stereo not given)	1	-7	6	0	-3	-8	-13	-6	-0.4	16
COc1cccc(OCC(=O)NN=C2c3ccccc3-c3ccccc32)c1	14	1	23	-4	1	14	-17	12	-0.2	9
Cn1cc(-c2ccno2)c(C(=O)O)n1	-2	2	-16	-8	1	-7	8	-18	-0.3	4
CC(C)NC1=C(Cl)C(=O)c2ccccc2C1=O	1	3	-91	44*	10	51	-52	70*	0.2	3
c1cnc2c(Oc3ncnc4sccc34)cccc2c1	-16	4	-20	1	1	-4	-35	6	0.1	53
Cn1c(C(=O)OCC(=O)NCc2cccs2)cc2sccc21	-5	1	9	-10	-1	-3	9	-11	-0.2	29
CCn1c(SCC(=O)Nc2nc3ccc(OC)cc3s2)nc2c1c(=O)n(C)c(=O)n2C	9	9	16	6	1	10	-9	-2	0.0	23
CS(=O)(=O)c1ccccc1-c1nc(-c2ccc(C(F)(F)F)cc2)no1	-15	-5	-62	6	1	0	-18	17	0.7	-5
O=S(=O)(NCc1cccnc1)c1ccc(Cl)c(Cl)c1Cl	-2	-2	17	-3	3	-5	-29	-3	-2.4	29
O=C(N/N=C(\Cc1ncc[nH]1)c1ccccc1)c1ccncc1	-3	2	16	-6	2	10	-40	19	-0.6	37
